KCNQ2 inh – KCNQ2 channel blockers in CHO-K1 cells – cell-based, FluxOR thallium flux, B-score, primary screen (AID 2156); O88943; 20 min; active compounds read low; B-score at 10 µM; actives 1.1% (n = 310,000);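 active = fluorescence ratio B-score at most minus 3 library SDs, with starting brightness B-score within 2 library SDs, cut at about -5.5 in these data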
Target sequence (O88943 whole entry, looked up): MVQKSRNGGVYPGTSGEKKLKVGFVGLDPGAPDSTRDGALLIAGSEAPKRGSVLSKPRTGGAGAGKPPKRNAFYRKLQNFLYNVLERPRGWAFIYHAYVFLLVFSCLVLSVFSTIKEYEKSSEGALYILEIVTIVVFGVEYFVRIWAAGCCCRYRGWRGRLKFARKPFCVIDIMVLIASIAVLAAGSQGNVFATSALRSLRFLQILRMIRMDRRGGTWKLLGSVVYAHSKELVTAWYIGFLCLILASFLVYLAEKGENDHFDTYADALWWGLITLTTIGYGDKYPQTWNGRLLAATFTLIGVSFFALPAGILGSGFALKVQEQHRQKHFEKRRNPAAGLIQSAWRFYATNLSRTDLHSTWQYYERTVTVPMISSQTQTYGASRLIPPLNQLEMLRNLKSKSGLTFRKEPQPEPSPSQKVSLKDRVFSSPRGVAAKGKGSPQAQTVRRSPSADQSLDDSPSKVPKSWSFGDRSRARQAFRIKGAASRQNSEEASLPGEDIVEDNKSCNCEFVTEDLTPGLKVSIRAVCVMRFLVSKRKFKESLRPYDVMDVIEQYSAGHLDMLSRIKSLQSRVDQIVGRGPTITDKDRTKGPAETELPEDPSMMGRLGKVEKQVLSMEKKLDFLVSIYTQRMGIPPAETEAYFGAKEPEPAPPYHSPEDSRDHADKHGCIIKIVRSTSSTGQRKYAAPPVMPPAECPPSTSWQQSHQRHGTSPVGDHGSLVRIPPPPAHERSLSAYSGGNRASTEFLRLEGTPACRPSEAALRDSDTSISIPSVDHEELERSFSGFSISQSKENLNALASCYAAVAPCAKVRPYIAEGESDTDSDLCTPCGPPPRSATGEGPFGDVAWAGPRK
CHT block – human CHT choline transport inhibition; CHT-expressing cells, membrane potential dye, choline response; active compounds read low; B-score at 10 µM; Q9GZV3; actives 0.86% (n = 310,000);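 active = B-score over 3 SD under the library average, and starting fluorescence ratio not unusually high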;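 also: choline stimulus applied at its EC90 after an EC20 pre-addition; B-score computed on integrated fluorescence ratio after choline addition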
Kir21 inh – Kir2.1 (mouse) channel inhibition | P35561 | HEK293-Kir2.1, FluxOR thallium flux fluorescence; active compounds read low | B-score at 10 µM | actives 0.85% (n = 310,000);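 active = fluorescence ratio B-score at or below minus 3 SD of library scores, with starting-brightness B-score within 2 SD, cut at about -4.2 in these data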;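 also: channel flux triggered by added potassium and thallium sulfate stimulus; B-score of peak minus minimum fluorescence over baseline after thallium stimulus; more negative B-score means stronger Kir2.1 block with less thallium influx; some compounds called inactive have numbers as strong as hits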
* hit, by the source's call. Compounds as they come. Share with any hit: about 2.6%.

`Cc1ccccc1NCc1ccc([N+](=O)[O-])s1` gave KCNQ2 inh inactive, CHT block inactive and Kir21 inh 2.2.
`CC(C)Oc1ccc(CNC(=O)Oc2ccccc2)cc1` gave KCNQ2 inh inactive, CHT block inactive and Kir21 inh 0.98.
CC(=O)Nc1nnc(SCC(=O)Nc2ccc(N3CCOCC3)c(Cl)c2)s1 was read as KCNQ2 inh inactive, CHT block inactive and Kir21 inh -0.2.
Screening COc1ccc(OCCCC(=O)NCCc2nc3ccccc3[nH]2)cc1 returned KCNQ2 inh inactive, CHT block inactive and Kir21 inh -2.5.
O=C(NC(NCc1ccccn1)(C(F)(F)F)C(F)(F)F)c1ccco1 was read as KCNQ2 inh inactive, CHT block inactive and Kir21 inh -1.5.
For COc1ccc2cc(S(=O)(=O)NCCCN3CCOCC3)ccc2c1 the results were KCNQ2 inh inactive, CHT block inactive and Kir21 inh -1.7.
CCCCc1nc(C(N)=O)c2[nH]c(=O)n(-c3ccc(OC)c(OC)c3)c2n1 was read as KCNQ2 inh inactive, CHT block inactive and Kir21 inh 1.1.
`CCCCc1sc(-c2c(C#N)c(N)nc3c2CCCCC3)cc1[N+](=O)[O-]` gave KCNQ2 inh inactive, CHT block inactive and Kir21 inh 1.3.
For Cc1cc(C(=O)NNc2cc(Cl)ccc2Cl)no1 the results were KCNQ2 inh inactive, CHT block inactive and Kir21 inh 0.54.
`Cc1ccc(OCC(=O)N(Cc2ccco2)C2CCS(=O)(=O)C2)cc1C` (stereo unspecified) gave KCNQ2 inh inactive, CHT block inactive and Kir21 inh 0.21.
`O=C(c1cc(-c2ccc(O)cc2)on1)N1CCCC1` gave KCNQ2 inh inactive, CHT block inactive and Kir21 inh -0.42.
`O=C(Cn1cnc2ccccc21)N1CCc2ccccc21` gave KCNQ2 inh inactive, CHT block inactive and Kir21 inh 0.63.

Structural class: the compounds so far containing a halogen
CC(=O)Nc1nnc(SCC(=O)Nc2ccc(N3CCOCC3)c(Cl)c2)s1 was read as KCNQ2 inh inactive, CHT block inactive and Kir21 inh -0.2.
O=C(NC(NCc1ccccn1)(C(F)(F)F)C(F)(F)F)c1ccco1 was read as KCNQ2 inh inactive, CHT block inactive and Kir21 inh -1.5.
For Cc1cc(C(=O)NNc2cc(Cl)ccc2Cl)no1 the results were KCNQ2 inh inactive, CHT block inactive and Kir21 inh 0.54.

The listing picks up, repeating the 6 entries before the break.
CCCCc1nc(C(N)=O)c2[nH]c(=O)n(-c3ccc(OC)c(OC)c3)c2n1 was read as KCNQ2 inh inactive, CHT block inactive and Kir21 inh 1.1.
`CCCCc1sc(-c2c(C#N)c(N)nc3c2CCCCC3)cc1[N+](=O)[O-]` gave KCNQ2 inh inactive, CHT block inactive and Kir21 inh 1.3.
For Cc1cc(C(=O)NNc2cc(Cl)ccc2Cl)no1 the results were KCNQ2 inh inactive, CHT block inactive and Kir21 inh 0.54.
`Cc1ccc(OCC(=O)N(Cc2ccco2)C2CCS(=O)(=O)C2)cc1C` (stereo unspecified) gave KCNQ2 inh inactive, CHT block inactive and Kir21 inh 0.21.
`O=C(c1cc(-c2ccc(O)cc2)on1)N1CCCC1` gave KCNQ2 inh inactive, CHT block inactive and Kir21 inh -0.42.
`O=C(Cn1cnc2ccccc21)N1CCc2ccccc21` gave KCNQ2 inh inactive, CHT block inactive and Kir21 inh 0.63.
`CC1CN(C(=S)NC(=O)c2ccco2)CC(C)O1` (stereo unspecified) gave KCNQ2 inh inactive, CHT block inactive and Kir21 inh -1.3.
`C=CCOc1c(CNc2ncn[nH]2)cccc1OC` gave KCNQ2 inh inactive, CHT block inactive and Kir21 inh 0.22.
Cc1cccc(N2CCN(C(=O)n3ccnc3)CC2)c1C was read as KCNQ2 inh inactive, CHT block inactive and Kir21 inh 0.01.
For COC(=O)c1ccccc1NC(=O)Cc1nc(-c2ccccc2)sc1-c1ccc(C)cc1 the results were KCNQ2 inh inactive, CHT block inactive and Kir21 inh 0.22.
Screening Oc1c(Cl)cc(Cl)cc1/C=N/Nc1ncc(Br)cn1 returned KCNQ2 inh inactive, CHT block inactive and Kir21 inh 0.42.
Screening COc1ccc(C(=O)NC2=Nc3ccccc3N=C(C)C2c2ccccc2)cc1 (stereo unspecified) returned KCNQ2 inh inactive, CHT block inactive and Kir21 inh -0.85.
For CC(C)(C)NC(=O)CN(C(=O)c1ccc(CN2CCOCC2)o1)c1ccc2c(c1)OCCO2 the results were KCNQ2 inh inactive, CHT block inactive and Kir21 inh 0.53.
O=C(CCc1ccc(O)c(O)c1)N/N=C/c1cc2c(cc1[N+](=O)[O-])OCO2 was read as KCNQ2 inh inactive, CHT block inactive and Kir21 inh -0.17.
Screening O=C(c1cc(COc2ccc(F)cc2Cl)on1)N1CCc2sccc2C1 returned KCNQ2 inh inactive, CHT block inactive and Kir21 inh 0.89.
Screening CCN(CC)CCCN1C(=O)C(O)=C(C(=O)c2ccc(C)o2)C1c1ccc(C)o1 (stereo unspecified) returned KCNQ2 inh inactive, CHT block inactive and Kir21 inh -0.89.
`Cc1cc(N2CCOCC2)n2ncc(-c3ccccc3)c2n1` gave KCNQ2 inh inactive, CHT block inactive and Kir21 inh -0.46.
For CCC/C(=N\NC(=O)c1cccc(C)c1)c1ccccc1 the results were KCNQ2 inh inactive, CHT block inactive and Kir21 inh 0.15.
`COC(=O)c1cc(N2C(=O)C3C4C=CC(CC4)C3C2=O)ccc1Cl` (stereo unspecified) gave KCNQ2 inh inactive, CHT block inactive and Kir21 inh -0.16.
COc1cc(C)nc(SCC(N)=O)n1 was read as KCNQ2 inh inactive, CHT block inactive and Kir21 inh 0.31.
`O=C(NCc1ccco1)/C(=C/c1ccc(C(F)(F)F)cc1)c1nc2ccccc2[nH]1` gave KCNQ2 inh inactive, CHT block inactive and Kir21 inh -0.44.
Screening N#Cc1ccc(-c2csc(NC(=O)c3ccc(N4C(=O)CCC4=O)cc3)n2)cc1 returned KCNQ2 inh inactive, CHT block inactive and Kir21 inh -1.7.
For Cc1cccc(CN2C(=O)[C@@H]3Cc4c([nH]c5ccccc45)C(C)(C)N3C2=O)c1 the results were KCNQ2 inh inactive, CHT block inactive and Kir21 inh -0.34.
O=C(CN1C(=O)NC(c2ccccc2)(c2ccccc2)C1=O)NCCNCCO was read as KCNQ2 inh inactive, CHT block inactive and Kir21 inh -1.7.
`N#Cc1ccc(CSc2ncccn2)cc1` gave KCNQ2 inh inactive, CHT block inactive and Kir21 inh 1.9.
`Cc1ccc(N(CC(=O)NC(C)C)C(=O)CCC(=O)Nc2ccccn2)cc1` gave KCNQ2 inh inactive, CHT block inactive and Kir21 inh 0.2.
Screening Cc1ccc2nc(C)cc(C(=O)Nc3nccs3)c2c1 returned KCNQ2 inh inactive, CHT block inactive and Kir21 inh 0.72.
`COc1ccc2oc(C(=O)N(CC(C)C)C3CCS(=O)(=O)C3)c(C)c2c1` (stereo unspecified) gave KCNQ2 inh inactive, CHT block inactive and Kir21 inh -0.93.
Screening COc1cc(C(=O)N[C@@H](Cc2c[nH]c3ccccc23)C(=O)O)cc(OC)c1OC returned KCNQ2 inh inactive, CHT block inactive and Kir21 inh -2.2.
Screening Cc1ccc(Nc2ncccc2C(N)=O)cc1[N+](=O)[O-] returned KCNQ2 inh inactive, CHT block inactive and Kir21 inh 0.92.
For COC(=O)c1nc(NC(=O)C(C)C)n[nH]1 the results were KCNQ2 inh inactive, CHT block inactive and Kir21 inh -0.8.
Screening COc1ccc(C2(CNC(=O)c3ccccc3[N+](=O)[O-])CCOCC2)cc1 returned KCNQ2 inh inactive, CHT block inactive and Kir21 inh -1.5.
For CCC(=O)c1ccc(OCC(=O)Nc2ccccc2N2CCCCC2)cc1 the results were KCNQ2 inh inactive, CHT block inactive and Kir21 inh 0.02.
`Cc1nnnn1-c1ccc(CC(=O)O)cc1` gave KCNQ2 inh inactive, CHT block inactive and Kir21 inh 0.01.
For O=C(CN1CCN(c2ccccn2)CC1)Nc1cccc(Cl)c1Cl the results were KCNQ2 inh -7.2*, CHT block inactive and Kir21 inh -1.1.
Screening Cc1nn(-c2ccccc2)nc1C(=O)NN returned KCNQ2 inh inactive, CHT block inactive and Kir21 inh -0.97.
`Cc1cc(=O)n(C(C)(C)C)c(=O)n1Cc1ccccc1` gave KCNQ2 inh inactive, CHT block inactive and Kir21 inh 0.03.
`COc1cc(C(=O)Nc2sc3c(c2C(=O)O)CCC(C)C3)cc(OC)c1OC` (stereo unspecified) gave KCNQ2 inh inactive, CHT block inactive and Kir21 inh 1.
O=C(COC(=O)CNC(=O)c1ccccc1Cl)Nc1ncc(C(F)(F)F)cc1Cl was read as KCNQ2 inh inactive, CHT block inactive and Kir21 inh -0.68.
`CCOC(=O)c1ccc(-n2c(C)nc3ccccc3c2=O)cc1` gave KCNQ2 inh inactive, CHT block inactive and Kir21 inh 1.3.
CCN=C1SC(CC(=O)Nc2ccc(N3CCOCC3)cc2)C(=O)N1CC (stereo unspecified) was read as KCNQ2 inh inactive, CHT block inactive and Kir21 inh -0.17.
For CC(=O)NC1C(Oc2ccccc2C)OC2COC(c3ccco3)OC2C1O (stereo unspecified) the results were KCNQ2 inh inactive, CHT block inactive and Kir21 inh 0.82.

Two consecutive compounds already listed:
For COC(=O)c1nc(NC(=O)C(C)C)n[nH]1 the results were KCNQ2 inh inactive, CHT block inactive and Kir21 inh -0.8.
Screening COc1ccc(C2(CNC(=O)c3ccccc3[N+](=O)[O-])CCOCC2)cc1 returned KCNQ2 inh inactive, CHT block inactive and Kir21 inh -1.5.

Next part.
For COc1cc(C2C3=C(CC(C)(C)CC3=O)OC3=C2C(=O)CC(C)(C)C3)cc([N+](=O)[O-])c1O the results were KCNQ2 inh inactive, CHT block inactive and Kir21 inh 0.57.
For CCOc1ccc(C(=O)NCC(=O)OC2CCOC2=O)cc1OCC (stereo unspecified) the results were KCNQ2 inh inactive, CHT block inactive and Kir21 inh 1.1.
`C=CCNC(=O)/C(C#N)=C/c1c(N2CCN(c3cccc(Cl)c3)CC2)nc2c(C)cccn2c1=O` gave KCNQ2 inh inactive, CHT block inactive and Kir21 inh 1.7.
`COc1ccc(-c2nc3ccccc3o2)cc1NC(=O)c1ccc(Br)o1` gave KCNQ2 inh inactive, CHT block inactive and Kir21 inh -0.94.
For O=C(N/N=C/c1ccc(O)cc1)c1ccc(NC(=O)c2ccccc2Br)cc1 the results were KCNQ2 inh inactive, CHT block inactive and Kir21 inh 0.13.
For COC(=O)/C(C#N)=C/c1ccc(N2CCOCC2)c([N+](=O)[O-])c1 the results were KCNQ2 inh inactive, CHT block inactive and Kir21 inh 0.56.
